High-throughput results deposited in PubChem BioAssay by several laboratories.
H9c2 protect – protects H9c2 cardiomyocytes from peroxide injury; H2O2 injury protection, ATPLite, 2 h; protection from H2O2 cell death, % at 20 µM; 0.63% of 360,000 active;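 active = compounds giving at least 50% protection of heart cells from peroxide-induced death in the single-dose screen, raw or plate-pattern-corrected value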;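 also: 0% = DMSO wells with peroxide and 100% = DMSO wells without peroxide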
Glyco luc inh – blocks N-linked glycosylation in D54 reporter cells | D54 ERlucT glycosylation luciferase reporter, 24 h; percent of 100 nM tunicamycin response | 0.23% of 360,000 active | reporter increase, % at 12.5 µM | AID 588692;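 active = mean luciferase reporter signal, scaled so untreated is 0 and the glycosylation-blocking control 100, at or above a set limit in every replicate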;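 also: luciferase carries N-glycosylation sites so blocking glycosylation raises the light; 0% = median of neutral control wells and 100% = median of 100 nM tunicamycin wells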
Exocytosis inh – lytic granule exocytosis inhibition | 0.66% of 360,000 active | TALL-104 LAMP-1 surface exposure, flow cytometry; cells stimulated with thapsigargin and PMA | inhibition, % at 10 µM;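 active = inhibition above about 55%, limit read from the data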
MC4R ag barr – activates human MC4R beta-arrestin recruitment. U2OS MC4R beta-arrestin complementation, luminescence; percent of melanotan II response, DMSO zero. activation, % at 8.9 µM. 0.98% of 360,000 active. AID 540308;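 active = activation above a per-plate cutoff, the mean activation of sample wells on that plate plus 3 SD, cut at about 8% in these data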
Target sequence (P32245 whole entry, looked up): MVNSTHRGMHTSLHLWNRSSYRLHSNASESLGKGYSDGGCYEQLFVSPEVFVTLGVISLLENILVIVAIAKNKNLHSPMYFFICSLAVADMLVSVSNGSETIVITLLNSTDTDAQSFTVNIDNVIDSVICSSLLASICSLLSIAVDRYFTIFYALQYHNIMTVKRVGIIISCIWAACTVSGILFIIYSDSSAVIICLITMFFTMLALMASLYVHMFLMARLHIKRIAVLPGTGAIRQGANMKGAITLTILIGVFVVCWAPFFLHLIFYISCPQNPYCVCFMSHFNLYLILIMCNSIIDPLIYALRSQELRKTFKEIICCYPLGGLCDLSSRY
m5-HT2A agonist – mouse HTR2A agonism via beta-arrestin recruitment; activation, % at 7.6 µM; 0.66% of 360,000 active; AID 624169; CHO-K1 mHTR2A beta-arrestin complementation, luminescence; percent of 30 µM serotonin response; P35363;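 active = activation above a run cutoff, the mean activation of all tested compounds plus 3 SD, cut at about 14% in these data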;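 also: 0% = plate median of compound wells and 100% = 30 µM serotonin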
ABHD5 PLIN5 PPI – inhibitors of human ABHD5-perilipin-5 interaction; Q00G26+Q8WTS1; Split G. princeps luciferase complementation, luminescence, 4 h; inhibition, % at 4 µM; 0.78% of 360,000 active;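 active = inhibition above the mean inhibition across every tested compound plus 3 SD, cut at about 22% in these data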;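 also: 0% = DMSO only wells and the 100% control is not disclosed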
CaV13 ICDI inh – Disruptors of the CACNA1D IQ motif to Ca2+-dependent inactivation inhibitor domain association, primary screening, Förster resonance energy transfer in intact living …; HEK cells, CFP/YFP FRET ICDI-IQ, plate reader, 10 min; percent FRET-ratio fall versus neutral wells; inhibition, % at 12.3 µM; 0.098% of 340,000 active; AID 743397;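 active = mean replicate inhibition of at least 30% and at least 1% of replicates passing that level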;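 also: 0% = median of the neutral control wells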
ABCB6 inh MLPCN – human ABCB6 transporter inhibition | 0.19% of 360,000 active | K562-ABCB6 porphyrin accumulation, flow cytometry, 1 h; active compounds read low | Q9NP58 | fluorescence ratio to DMSO, % at 10 µM | AID 602162;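 active = fluorescence ratio to DMSO below 75%, the collection mean minus 3 SD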;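 also: signal is porphyrin accumulated inside mitochondria; 100% equals median channel fluorescence of DMSO control wells; lower ratio means ABCB6 inhibition with less porphyrin fluorescence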
PDI turbidity – PDI (human) enzyme inhibition; PDI insulin aggregation turbidity, A650, 90 min; inhibition, % at 10 µM; 0.052% of 350,000 active;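 active = mean inhibition across replicates of 30% or more, whatever share of single replicates reach that level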;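 also: absorbance from insulin aggregation driven by PDI reduction with DTT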
Target sequence (P07237 whole entry, looked up): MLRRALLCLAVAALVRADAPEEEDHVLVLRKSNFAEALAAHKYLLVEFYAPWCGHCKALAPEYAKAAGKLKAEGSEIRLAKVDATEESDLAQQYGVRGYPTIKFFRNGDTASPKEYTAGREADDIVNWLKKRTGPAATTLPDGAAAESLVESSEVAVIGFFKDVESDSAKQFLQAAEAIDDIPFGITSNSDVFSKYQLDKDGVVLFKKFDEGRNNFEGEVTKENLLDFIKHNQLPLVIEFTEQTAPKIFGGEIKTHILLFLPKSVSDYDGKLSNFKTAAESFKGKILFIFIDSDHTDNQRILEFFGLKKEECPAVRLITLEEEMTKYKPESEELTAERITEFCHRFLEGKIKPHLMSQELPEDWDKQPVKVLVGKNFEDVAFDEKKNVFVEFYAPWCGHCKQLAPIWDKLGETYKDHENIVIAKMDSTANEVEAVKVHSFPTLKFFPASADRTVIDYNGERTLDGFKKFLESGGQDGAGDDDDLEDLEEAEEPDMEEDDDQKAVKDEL
MC4R antag cAMP – human MC4R antagonism in cAMP assay; MC4R-expressing cells, MTII-stimulated cAMP, LANCE TR-FRET; inhibition, % at 6.5 µM; P32245; 0.48% of 360,000 active; AID 540295;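 active = inhibition above its plate's cutoff, the mean of tested wells on that plate plus 3 SD, cut at about 29% in these data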;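 also: 0% = Melanotan II alone and 100% = Melanotan II plus saturating MCL0020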
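System: U2OS cells stably expressing human melanocortin 4 receptor (MC4R). Reagent: Melanotan II challenge after compound preincubation. Doses: 6.5 µM. Times: 30-min compound, 1-h challenge, 1-h detection, room temperature. Measured by: TR-FRET with Eu-cAMP and labeled anti-cAMP, 671 nm. Replicates: singlicate.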
* marks the source's active call; other numbers are inactive results.

How did COc1ccc(C(CNC(=O)c2cc3ccccc3o2)N2CCCCC2)cc1 (configuration not stated) do in these assays?
H9c2 protect: 2; Glyco luc inh: -5; Exocytosis inh: -1; MC4R ag barr: -1.4; m5-HT2A agonist: -13; ABHD5 PLIN5 PPI: -3; CaV13 ICDI inh: -1; ABCB6 inh MLPCN: 103; PDI turbidity: 0; MC4R antag cAMP: 19

How did C=CSc1sc(Cl)c(N(CC)CC)c1[N+](=O)[O-] do in these assays?
H9c2 protect: 4; Glyco luc inh: -1; Exocytosis inh: 0; MC4R ag barr: -2.2; m5-HT2A agonist: 0; ABHD5 PLIN5 PPI: -11; CaV13 ICDI inh: -4; ABCB6 inh MLPCN: 103; PDI turbidity: -1; MC4R antag cAMP: 7

What do the screens show for `CCN(CC)CCn1c(N)cc(=O)[nH]c1=O`?
H9c2 protect: 18; Glyco luc inh: 1; Exocytosis inh: -9; MC4R ag barr: -0.6; m5-HT2A agonist: 4; ABHD5 PLIN5 PPI: 5; CaV13 ICDI inh: -16; ABCB6 inh MLPCN: 88; PDI turbidity: -5; MC4R antag cAMP: -2

How did CCN(CC)CCCN(Cc1cc2cc3c(cc2[nH]c1=O)OCCO3)C(=O)Nc1ccccc1 do in these assays?
H9c2 protect: 6; Glyco luc inh: 9; Exocytosis inh: -1; MC4R ag barr: 0.7; m5-HT2A agonist: -5; ABHD5 PLIN5 PPI: 5; ABCB6 inh MLPCN: 100; PDI turbidity: 7; MC4R antag cAMP: 2

Results for N#CCN1CCCC(C(N)=O)C1 (configuration not stated) ?
H9c2 protect: 2; Glyco luc inh: 5; Exocytosis inh: 6; MC4R ag barr: 1.6; m5-HT2A agonist: 19*; ABHD5 PLIN5 PPI: -5; CaV13 ICDI inh: -7; ABCB6 inh MLPCN: 101; PDI turbidity: -2; MC4R antag cAMP: 10

What do the screens show for `COCOCCn1cc(CN2CCS(=O)(=O)N(Cc3ccc(-c4cccc(CO)c4)cc3)C(CC(C)C)C2=O)nn1` (configuration not stated)?
H9c2 protect: 15; Glyco luc inh: 1; Exocytosis inh: 0; MC4R ag barr: 0.4; m5-HT2A agonist: 0; ABHD5 PLIN5 PPI: 5; CaV13 ICDI inh: -7; ABCB6 inh MLPCN: 94; PDI turbidity: 0; MC4R antag cAMP: -1

Results for O=C(O)C1Oc2cc3ccccc3cc2O1 ?
H9c2 protect: 1; Glyco luc inh: 1; Exocytosis inh: -4; MC4R ag barr: -2.0; m5-HT2A agonist: 0; ABHD5 PLIN5 PPI: -4; CaV13 ICDI inh: -4; ABCB6 inh MLPCN: 105; PDI turbidity: -1; MC4R antag cAMP: -5

How did CN(C)c1ccc(/C=N/NC(=O)c2ccnn2C)cc1 do in these assays?
H9c2 protect: -3; Glyco luc inh: -2; Exocytosis inh: -1; MC4R ag barr: -2.0; m5-HT2A agonist: 4; ABHD5 PLIN5 PPI: 0; CaV13 ICDI inh: -20; ABCB6 inh MLPCN: 100; PDI turbidity: -4; MC4R antag cAMP: -1

How did COc1ccc2[nH]cc(C(=O)CN3CCN(C4CCCCC4)CC3)c2c1 do in these assays?
H9c2 protect: 2; Glyco luc inh: 0; Exocytosis inh: -6; MC4R ag barr: 0.4; m5-HT2A agonist: 2; ABHD5 PLIN5 PPI: 1; CaV13 ICDI inh: -5; ABCB6 inh MLPCN: 114; PDI turbidity: -22; MC4R antag cAMP: 1

What do the screens show for `Cc1ccc(NC(=O)c2cc([N+](=O)[O-])ccc2NCc2cccnc2)cc1Cl`?
H9c2 protect: -6; Glyco luc inh: -7; Exocytosis inh: -4; MC4R ag barr: -1.9; m5-HT2A agonist: 0; ABHD5 PLIN5 PPI: 1; CaV13 ICDI inh: -4; ABCB6 inh MLPCN: 102; PDI turbidity: -7; MC4R antag cAMP: 6

Results for COc1ccccc1CN1C[C@@H]2C[C@@H](c3[nH]c4ccc(C)cc4c3C)N3CCC[C@@]23C1=O ?
H9c2 protect: 0; Glyco luc inh: 0; Exocytosis inh: -1; MC4R ag barr: -4.1; m5-HT2A agonist: -2; ABHD5 PLIN5 PPI: 10; CaV13 ICDI inh: -8; ABCB6 inh MLPCN: 98; PDI turbidity: 2; MC4R antag cAMP: -2

How did CC(=NNc1nc2ccccc2s1)c1ccncn1 do in these assays?
H9c2 protect: 17; Glyco luc inh: -14; Exocytosis inh: 55; MC4R ag barr: -2.6; m5-HT2A agonist: -1; ABHD5 PLIN5 PPI: 11; CaV13 ICDI inh: -5; ABCB6 inh MLPCN: 132; PDI turbidity: -2; MC4R antag cAMP: 1

What do the screens show for `COC(=O)c1[nH]c2ccc(C)cc2c1NC(=O)CN1CCN(c2ccccc2)CC1`?
H9c2 protect: 0; Glyco luc inh: -5; Exocytosis inh: 0; MC4R ag barr: 0.8; m5-HT2A agonist: 3; ABHD5 PLIN5 PPI: 10; CaV13 ICDI inh: -4; ABCB6 inh MLPCN: 93; PDI turbidity: 3; MC4R antag cAMP: -6

What do the screens show for `O=C(COC(=O)COc1ccccc1)Nc1ccc(Cl)cn1`?
H9c2 protect: 3; Glyco luc inh: 1; Exocytosis inh: -2; MC4R ag barr: 0.6; m5-HT2A agonist: 4; ABHD5 PLIN5 PPI: -3; CaV13 ICDI inh: -2; ABCB6 inh MLPCN: 102; PDI turbidity: -9; MC4R antag cAMP: -1

Results for COc1ccc(NC(=O)C2(C)Cc3c(-c4ccc(NC(C)=O)cc4)ccnc3O2)cn1 (configuration not stated) ?
H9c2 protect: 9; Glyco luc inh: -1; Exocytosis inh: 19; MC4R ag barr: 1.5; m5-HT2A agonist: 2; ABHD5 PLIN5 PPI: 0; CaV13 ICDI inh: -5; ABCB6 inh MLPCN: 102; PDI turbidity: -1; MC4R antag cAMP: 12

Results for CCCN(CC(=O)Nc1ccccc1OC)C(=O)c1ccc(=O)[nH]c1 ?
H9c2 protect: 2; Glyco luc inh: 3; Exocytosis inh: 1; MC4R ag barr: 0.6; m5-HT2A agonist: -2; ABHD5 PLIN5 PPI: 0; CaV13 ICDI inh: -5; ABCB6 inh MLPCN: 98; PDI turbidity: -9; MC4R antag cAMP: 14

Results for COc1ccc(OC)c(NC(=O)CCc2nnc3ccc(NCc4ccco4)nn23)c1 ?
H9c2 protect: 0; Glyco luc inh: 1; Exocytosis inh: 8; MC4R ag barr: -0.6; m5-HT2A agonist: -9; ABHD5 PLIN5 PPI: 7; CaV13 ICDI inh: -3; ABCB6 inh MLPCN: 86; PDI turbidity: 0; MC4R antag cAMP: 1

What do the screens show for `O=C(CCNc1ccc(Cl)c(C(F)(F)F)c1)c1ccco1`?
H9c2 protect: -1; Glyco luc inh: 1; Exocytosis inh: -1; MC4R ag barr: 0.4; m5-HT2A agonist: -4; ABHD5 PLIN5 PPI: 0; CaV13 ICDI inh: -3; ABCB6 inh MLPCN: 94; PDI turbidity: 1; MC4R antag cAMP: 17

Results for CNS(=O)(=O)c1cccc(C(=O)OCC(=O)NCc2ccccc2)c1 ?
H9c2 protect: 2; Glyco luc inh: 2; Exocytosis inh: 6; MC4R ag barr: -2.0; m5-HT2A agonist: -1; ABHD5 PLIN5 PPI: -8; CaV13 ICDI inh: -8; ABCB6 inh MLPCN: 95; PDI turbidity: 1; MC4R antag cAMP: 4

Results for CCOc1ccccc1N1CCN(C(=O)c2cccs2)CC1 ?
H9c2 protect: 3; Glyco luc inh: 2; Exocytosis inh: -6; MC4R ag barr: -0.6; m5-HT2A agonist: 1; ABHD5 PLIN5 PPI: -3; CaV13 ICDI inh: -10; ABCB6 inh MLPCN: 90; PDI turbidity: 3; MC4R antag cAMP: 15

Results for CCCOc1ccc(-c2nn(-c3ccccc3)cc2/C=C2\SC(=S)N(C3CCS(=O)(=O)C3)C2=O)cc1 (configuration not stated) ?
H9c2 protect: 2; Glyco luc inh: 0; Exocytosis inh: 0; MC4R ag barr: -2.2; m5-HT2A agonist: 2; ABHD5 PLIN5 PPI: 1; ABCB6 inh MLPCN: 100; PDI turbidity: -13; MC4R antag cAMP: -3

What do the screens show for `COc1cc2c(cc1NC(=O)c1cccc(S(=O)(=O)N(C)C)c1)oc1ccccc12`?
H9c2 protect: 0; Glyco luc inh: -1; Exocytosis inh: -3; MC4R ag barr: 0.7; m5-HT2A agonist: 0; ABHD5 PLIN5 PPI: 6; CaV13 ICDI inh: -4; ABCB6 inh MLPCN: 99; PDI turbidity: -4; MC4R antag cAMP: 20

How did c1ccc2c(c1)C(=NC1CCCCC1)NC2=NC1CCCCC1 do in these assays?
H9c2 protect: -19; Glyco luc inh: -3; Exocytosis inh: 47; MC4R ag barr: -0.7; m5-HT2A agonist: -3; ABHD5 PLIN5 PPI: 10; CaV13 ICDI inh: -4; ABCB6 inh MLPCN: 98; PDI turbidity: 0; MC4R antag cAMP: 4

What do the screens show for `Cc1ccc(-c2csc(NC(=O)C[n+]3cc(-c4ccc(C)cc4)n4c3CCC4)n2)cc1`?
H9c2 protect: -8; Glyco luc inh: 2; Exocytosis inh: 0; MC4R ag barr: 5.4; m5-HT2A agonist: 4; ABHD5 PLIN5 PPI: 25*; CaV13 ICDI inh: -14; ABCB6 inh MLPCN: 95; PDI turbidity: -8; MC4R antag cAMP: 18

What do the screens show for `COc1ccc(N2CCN(C(=O)CN(C)S(=O)(=O)c3ccc4c(c3)c(=O)n(C)c(=O)n4C)CC2)cc1`?
H9c2 protect: -5; Glyco luc inh: 0; Exocytosis inh: 1; MC4R ag barr: 1.4; m5-HT2A agonist: 0; ABHD5 PLIN5 PPI: -4; CaV13 ICDI inh: -7; ABCB6 inh MLPCN: 100; PDI turbidity: 1; MC4R antag cAMP: 6

What do the screens show for `O=C(NC1CCCCC1)c1cccnc1Sc1ccccc1`?
H9c2 protect: -4; Glyco luc inh: 2; Exocytosis inh: -8; MC4R ag barr: -2.0; m5-HT2A agonist: 4; ABHD5 PLIN5 PPI: -4; CaV13 ICDI inh: -3; ABCB6 inh MLPCN: 94; PDI turbidity: -5; MC4R antag cAMP: 5

What do the screens show for `CC(=O)N1CCOc2ccc(S(=O)(=O)NC[C@H]3O[C@@H](n4ccc(N)nc4=O)[C@H](O)[C@@H]3O)cc21`?
H9c2 protect: 8; Glyco luc inh: 2; Exocytosis inh: -10; MC4R ag barr: -0.5; m5-HT2A agonist: -1; ABHD5 PLIN5 PPI: 1; CaV13 ICDI inh: -6; ABCB6 inh MLPCN: 97; PDI turbidity: -14; MC4R antag cAMP: 3

How did CC(C)NC(=O)CSc1nc2ccccc2n1-c1ccccc1 do in these assays?
H9c2 protect: -9; Glyco luc inh: -2; Exocytosis inh: -2; MC4R ag barr: 0.8; m5-HT2A agonist: 2; ABHD5 PLIN5 PPI: -3; CaV13 ICDI inh: -9; ABCB6 inh MLPCN: 98; PDI turbidity: 11; MC4R antag cAMP: 11

How did OCCC1CN(CCCc2ccccc2)CCN1Cc1ccc(F)cc1 (configuration not stated) do in these assays?
H9c2 protect: 6; Glyco luc inh: -2; Exocytosis inh: 1; MC4R ag barr: -0.1; m5-HT2A agonist: -5; ABHD5 PLIN5 PPI: -7; CaV13 ICDI inh: -5; ABCB6 inh MLPCN: 100; PDI turbidity: 2; MC4R antag cAMP: -3
